Giardia FBPA inh: blocks Giardia fructose-bisphosphate aldolase activity | A8B2U2 | actives 0.71% (n = 290,000) | Potency, µM (doses to about 59.6 µM), without a hit: top-dose activity, negative = inhibition, hits mostly inhibitors | purified Giardia FBPA; note: potency is the fitted concentration of half-maximal effect; % is set by controls: 0 for no effect and ±100 for the full control effect; nearly all actives have a fitted effect of over 55% in size
Target sequence (A8B2U2 whole entry, looked up): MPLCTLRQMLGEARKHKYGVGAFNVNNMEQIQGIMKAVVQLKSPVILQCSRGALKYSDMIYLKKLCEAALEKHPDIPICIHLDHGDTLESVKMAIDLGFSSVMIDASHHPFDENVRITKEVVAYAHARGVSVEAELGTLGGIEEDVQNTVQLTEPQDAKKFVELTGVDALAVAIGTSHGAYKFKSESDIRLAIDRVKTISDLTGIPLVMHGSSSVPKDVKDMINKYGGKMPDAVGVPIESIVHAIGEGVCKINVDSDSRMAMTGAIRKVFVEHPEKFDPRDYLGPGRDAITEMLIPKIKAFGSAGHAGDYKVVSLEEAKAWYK
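40 nM FBPA preincubated 10 min at RT with compound (up to 57.5 uM final), then substrate plus GAPDH/TPI/NAD/arsenate coupling and diaphorase/resazurin added. Fluorescence read after 20 min at RT, 525/598 nm.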
HCMV inh: inhibitors of human cytomegalovirus | AID 1259415 | actives 4.5% (n = 410,000) | HFF cells, HCMV-luciferase reporter, 72 h; stronger effect = lower value | activity change, negative = inhibition, % at 57.5 µM; in the data active = activity change below about -60%; inconclusive = no clear call, values can overlap the other calls; inactive = above about -39%; note: % is set by controls: 0 for no effect and ±100 for the full control effect
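Cell-based, HFFs, 1000 cells/well, 16 h 37C; cpds in DMSO + HCMV-luc, MOI 1 PFU/cell; 72 h 37C; OneGlo luminescence after 5 min RT; norm. to buffer vs Salinomycin 10uM.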
AmpC detergent: blocks E. coli AmpC beta-lactamase in detergent assay | AmpC hydrolysis of nitrocefin, absorbance 480 nm, 0.01% Triton | P00811 | AID 485294 | Potency, µM (doses to about 114 µM), for inactives: top-dose activity change, negative = inhibition, usual class: inhibitors | actives 0.041% (n = 370,000);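 note: potency is the fitted concentration of half-maximal effect; 0% = no-compound wells and -100% = no-enzyme wells; nearly all actives have a fitted effect of over 25% in size; some results filed as inactive show a strong effect at the top dose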
Target sequence (P00811 whole entry, looked up): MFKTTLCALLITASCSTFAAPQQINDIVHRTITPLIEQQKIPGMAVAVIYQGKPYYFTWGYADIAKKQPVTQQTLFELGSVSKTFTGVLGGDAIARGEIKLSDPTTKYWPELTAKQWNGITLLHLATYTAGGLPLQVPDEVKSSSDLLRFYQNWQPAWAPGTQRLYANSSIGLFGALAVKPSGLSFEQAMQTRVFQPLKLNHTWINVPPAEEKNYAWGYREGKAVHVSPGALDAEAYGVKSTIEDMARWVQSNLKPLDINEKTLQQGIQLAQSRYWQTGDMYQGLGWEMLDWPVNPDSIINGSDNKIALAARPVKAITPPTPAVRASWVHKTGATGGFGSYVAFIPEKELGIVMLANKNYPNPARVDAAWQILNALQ
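AmpC (5.3 nM in the dispensed reagent) in 20 mM phosphate pH 7.0 with 0.01% (detergent screen) or 0.0001% Triton X-100 was preincubated with compounds for 15 min at room temperature. Nitrocefin was then added from an 800 uM solution, and hydrolysis was followed at 480 nm.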
Cycloheximide cs: counter-screen for Shiga toxin inhibitors: cycloheximide protein synthesis inhibition | cell reporter, cycloheximide protein synthesis inhibition counterscreen | max response, % | actives 12% (n = 300,000); in the data active = max response mostly above about 13%, no sharp cut-off; inactive = mostly below about 14%; note: read at 38.3 µM for the half of the compounds with a filed dose; 0% is about no effect
AMA1-RON2 inh: inhibitors of Plasmodium falciparum AMA1-RON2 interaction. Potency, µM (titrated, usually from 58.2 µM), inactives show at the highest dose activity change, negative = inhibition, usual class: inhibitors. AlphaScreen AMA1-biotinylated RON2 peptide binding. actives 0.2% (n = 360,000). AID 720542;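 note: potency is the fitted concentration of half-maximal effect; 0% = vehicle wells and -100% = peptide control; nearly all actives have a fitted effect of over 45% in size; some results filed as inactive show a strong effect at the top dose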
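AMA1 (3D7) with his tag at 25 nM final met compounds first, then biotinylated RON2 peptide at 25 nM; detection used donor plus acceptor beads, 10 µg/mL apiece, read by AlphaScreen after 30 min at room temperature.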
Shiga inhibitor: inhibitors of Shiga toxin in Vero cells | inhibition, % at 38.7 µM | actives 9.2% (n = 290,000) | AID 2315 | Vero cells, Shiga toxin protein synthesis inhibition reporter; in the data active = inhibition mostly above about 28%, no sharp cut-off; inactive = mostly below about 43%; note: 0% is about no effect
AmpC no deterg: inhibitors of E. coli AmpC beta-lactamase without detergent | actives 0.52% (n = 330,000) | Potency, µM (series often up to 57.1 µM), without a hit: at the highest dose activity change, negative = inhibition, hits mostly inhibitors | AmpC nitrocefin hydrolysis, absorbance 480 nm, 0.0001% Triton;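 note: potency is the fitted concentration of half-maximal effect; plate controls were no compound for no effect and no enzyme for full effect; nearly all actives have a fitted effect of over 20% in size; some results filed as inactive show a strong effect at the top dose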
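20 mM phosphate pH 7.0 + 0.01% (detergent screen) or 0.0001% Triton X-100; 5.3 nM AmpC reagent; cpd preinc 15 min RT; nitrocefin (800 uM stock) to start; A480 q20 s × 4 min; Activity was normalised to no-enzyme and no-compound control wells.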
Active calls of the source: *; ? = inconclusive; · = no result given; & = joins results of further samples; [ ] = another dose, or the depositor's remark. Unless noted, calls come from the whole dose curve; as a rule, active = well fitted curve in the direction sought with a large enough effect; inconclusive = small, poorly fitted or top-dose-only effect, or another doubt; inactive = no such curve, though single readings can be large; an effect the other way counts as inactive or inconclusive.

SMILES	Giardia FBPA inh	HCMV inh	AmpC detergent	Cycloheximide cs	AMA1-RON2 inh	Shiga inhibitor	AmpC no deterg
COc1ccc(-c2c(-c3cc(OC)cc(OC)c3)n(C)c3ccc(-c4ccc(N(C)C)nc4)cc23)cc1	·	5	8%	·	?	·	-17%
COC(=O)C(CC(=O)c1ccc(Br)cc1)n1ccnc1 (stereo not given)	?	·	-2%	1	·	-1	-26%
CCC(C)(C)n1nnnc1C(c1cccc(C#N)c1)N1CCN(c2cccc(C)c2C)CC1 (stereo not given)	-2%	-38	?	-4	2%	-10	-19%
COc1ccc(Br)cc1CN1CCN(C(=O)c2ccco2)CC1	28µM*	-14	3%	0	?	-5	55%
O=C(c1cc(S(=O)(=O)N2CCOCC2)c(Cl)cc1Cl)N1CCCC1	·	4	?	·	-2%	·	-2%
CC(C)CNC(=O)CC(=O)NN=C1CCCC1	-1%	-1	-10%	-4	20%	-12	1%
Cc1ccc(Nc2cc(C)nc3nc(C)nn23)cc1	2%	-14	-12%	-5	-2%	-10	-17%
CC1CC(=O)Nc2cc([N+](=O)[O-])ccc2N1 (stereo not given)	0%	-30	5%	-1	-11%	-21	-7%
Cc1cc(C)c2cc(C(=O)Nc3ccc4c(c3)OCO4)[nH]c2c1	1%	6	-4%	-4	-5%	-14	-25%
COc1ccccc1CNC(=O)CCn1c(=O)[nH]c2ccsc2c1=O	5%	-1	-11%	2	6%	-5	-2%
O=[N+]([O-])c1ccc(N2CCCC2)c(F)c1Br	-1%	?	-6%	-3	-26%	13	-12%
COc1cccc(NC(=O)CCC2CCN(C(=O)c3cncs3)CC2)c1	·	10	14%	6	12%	-10	1%
Cc1ccc(NC(=O)c2ccc(Cl)c(S(=O)(=O)Nc3c(C)n(C)n(-c4ccccc4)c3=O)c2)cc1Cl	·	-7	?	·	-7%	·	-20%
COc1ccc(S(=O)(=O)N2CCN(CC(=O)Nc3cc(Cl)ccc3Cl)CC2)cc1	·	-71*	?	·	26%[11.6 µM]	·	-6%
COc1ccc(SC[C@H](C)CN2CC[C@H](NC(=O)OCc3ccccc3)CCC2=O)cc1	·	-13	·	·	-4%	·	130%[activator]
O=c1c2ccccc2nnn1CSc1nc2sc3c(c2c(=O)n1CC1CCCO1)CCC3 (stereo not given)	1%	-13	-11%	-2	-7%	-5	-29%
Cc1cccc(C(C(=O)NC2CCCC2)N(C(=O)c2csnn2)C2CC2)c1 (stereo not given)	8%	-19	-6%	-2	0%	3	4%
CC1(C)C/C(=N\O)C(C(O)c2cccc([N+](=O)[O-])c2)C(C)(C)N1 (stereo not given)	0%	1	-4%	2	29%	-1	-5%
CCCN(C(=O)CSc1nnnn1C)c1c(N)n(Cc2ccccc2)c(=O)[nH]c1=O	3%	21	-14%	0	6%	18	-6%[11.4 µM]
Cc1cc(C(=O)NC(Cc2ccccc2)C(=O)O)c(C)o1 (stereo not given)	-1%	-31	4%	-4	8%	-4	-22%
O=C(NC1CCCC1)C(c1ccccc1)N(C(=O)c1csnn1)C1CCCC1 (stereo not given)	·	-9	5%	-6	-1%	-3	6%
COc1ccc2c(c1)sc(N)[n+]2Cc1cc(C)cc2cccnc12	-5%	?	-10%	-7	-8%	8	6%
Cc1cc(C(F)(F)F)c2sc(N)nc2n1	0%	-16	-2%	-2	2%	-4	-13%
COc1cc(NC(=O)c2cc(Cl)ccc2Cl)ccc1-c1cc2ccccc2oc1=O	6%	-30	?	-3	-1%	-2	-26%
Cn1nccc1C(=O)NC1CCCc2c1cnn2-c1ccccc1F (stereo not given)	·	-80*	-12%	0	-5%	-4	4%

Next results:
SMILES	Giardia FBPA inh	HCMV inh	AmpC detergent	Cycloheximide cs	AMA1-RON2 inh	Shiga inhibitor	AmpC no deterg
CC1CCCN(CCOCCOc2ccccc2-c2ccccc2)C1 (stereo not given)	-28%	-72*	-2%	-2	?	8	18%
COc1ccc(Cc2nnc(SCC(=O)Nc3ncc(C)s3)o2)cc1	1%	1	?	-2	36%[activator]	-11	1%
C1CCc2c(nc3nnnn3c2NCC2CC2)C1	8%	-6	?	-5	-5%	14	-7%
CCCCC(=O)NC(=S)Nc1ccc(NC(=O)C(C)C)c(OC)c1	1%	-17	2%	7	11%	-16	-12%
Cc1ccc(OCC(=O)Oc2ccc(C)c(C)c2)cc1	-4%	-2	0%	-3	27%	-9	-29%
Cc1ccccc1S(=O)(=O)Cc1ccc(C(=O)NCc2ccc(F)cc2)o1	2%	-28	1%	-2	-4%	11	-12%
CCN1C(=O)[C@H]2[C@@H](c3ccc(SC4CCCCC4)cc3)N3CCCC[C@@]3(C(=O)OC)[C@H]2C1=O	·	10	?	·	-2%	·	19%
COc1ccccc1CCNC(=O)C(=O)NCC1CCCN1S(=O)(=O)c1ccccc1 (stereo not given)	·	-37	-4%	·	-7%	·	-2%
Cn1cc(CN2CCC(n3nccc3NC(=O)c3ccccc3Cl)CC2)cn1	4%	-29	-10%	1	20%	5	-5%
Cc1cccc(NC(=O)CSc2nnc(C)c(C)n2)c1	6%	-16	-8%	3	7%	-1	-9%
CCC(C)(CC(=O)Nc1nccs1)c1ccccc1 (stereo not given)	7%	-11	-17%	2	-6%	-5	-27%
Cc1cccnc1NC(=S)NC(=O)/C=C/c1ccccc1	?	-29	1%	31*	78%[activator]	78*	-14%
CC(=O)c1cccc(NC(=O)c2cc(-c3ccco3)nc3ccccc23)c1	-1%	16	3%	13	-13%	33*	-28%
COc1ccc(C2C(C#N)C(C#N)N3CCCN23)cc1 (stereo not given)	·	-22	-9%	2	40%[activator]	-9	-9%
O=C1NC[C@H](c2ccccc2)N(CCc2cccc(F)c2)C1=O	0%	-2	2%	-3	-2%	-11	-3%
CC(=O)Cc1ccc(OC(C)C)cc1	2%	9	3%	2	-14%	10	-12%
Cc1ccc(C)c(Oc2coc3cc(O)ccc3c2=O)c1	1%	80	4%	13	6%	-4	-28%
Cc1ccc(NC(=O)CCNS(=O)(=O)c2cccc3nsnc23)cc1	1%	-12&-35	?	-4	9%	-3	-36%
[N-]=[N+]=NC[C@H](Cc1ccccc1)N1CC[C@@H](NC(=O)OCc2ccccc2)CCC1=O	-2%	-36	?	0	4%	-2	70%[activator]
NC1=NC(=O)/C(=C\c2ccc(-c3ccc(Cl)cc3)o2)S1	-8%	31	-13%	13*	5%	30*	-54%
OC1CCCCC1Sc1nc2ccccc2s1 (stereo not given)	4%	-22	?	42*	12%	104*	-5%
COc1ccc(-c2nc(N/N=C(\C)c3ccc(O)cc3)c3ccccc3n2)cc1	-24%	-19	4%	29*	48%[activator]	72*	-36%
COc1ccc(S(=O)(=O)NC(CC(=O)N2CCC3(CC2)OCCO3)c2ccco2)cc1 (stereo not given)	3%	9	-5%	-2	6%	-8	1%
O=C(CCC(=O)N1CCN(S(=O)(=O)c2ccc(Cl)cc2)CC1)Nc1ccc(Cl)cc1Cl	-3%	13	-14%	-5	17%	27	147%[activator]
COc1ccc(/C=N/Nc2nonc2N)cc1	1%	?	?	23*	-1%	67	-18%

Next records:
SMILES	Giardia FBPA inh	HCMV inh	AmpC detergent	Cycloheximide cs	AMA1-RON2 inh	Shiga inhibitor	AmpC no deterg
Cn1cc(CNC(=O)/C=C/c2ccc(Cl)cc2)cn1	-6%	-36	-1%	1	-4%	6	-5%
COc1ccccc1NS(=O)(=O)c1ccc(C)c(C(=O)NC2=NCCS2)c1	·	-13	-19%	·	19%	·	-38%
Cc1ccc(SCC(=O)NCc2ccccc2)cc1	-5%	-9	2%	21*	4%	71*	-11%
CCCN(C(=O)c1ccc(S(=O)(=O)N2CCCC2)cc1)C1CCS(=O)(=O)C1 (stereo not given)	·	47	-5%	·	0%	·	-7%
COc1ccc(C=NCCCN2CCOCC2)cc1	1%	16	0%	11	5%	19	112%[activator]
Cn1c(O)c(N=NC(=S)Nc2ccccc2F)c2cc(S(=O)(=O)N3CCOCC3)ccc21	0%	-63*	0%	1	72%[activator]	2	-5%
CCN(CC(=O)Nc1cccc(S(=O)(=O)N(C)c2ccccc2)c1)Cc1ccccc1	·	-4	-11%	·	-4%	·	-33%
